Screens (PubChem BioAssay)
ARNT TACC3 PPI = disruptors of ARNT/TACC3 protein interaction, primary screen, biochemical, AlphaScreen, single concentration | Transforming acidic coiled-coil-containing protein 3 (Homo sapiens), Q9Y6A5 | AlphaScreen His-ARNT PAS-B/GST-TACC3 binding, luminescence; TACC3 fragment carries E629A point mutation | inhibition, % at 9.99 µM | hit rate 0.66% among 390,000;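 active = mean inhibition of replicates at least 50% and at least half of replicates each reaching 50%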;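 also: 0% = complete ARNT plus TACC3 wells and 100% = ARNT alone without TACC3; many hits fall short of the cut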
esBAF inh = Bmi1 luciferase reporter increase in mESCs, primary screen, esBAF inhibitor project, mouse ES cells, Bmi1 luciferase knock-in, single point. hit rate 2% among 350,000. AID 602393, 2012. reporter increase, % at 12.5 µM. 24 h; 100% = twice the neutral-well signal; in the data active = activation above about 40%;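 also: 0% = median of the plate's neutral control wells and 100% = double that signal; a rise in the Bmi1 reporter signal indicates esBAF inhibition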
RAD54 branch = inhibitors of human RAD54 branch migration, primary screen, biochemical, fluorescence, single point | DNA repair and recombination protein RAD54-like (Homo sapiens), Q92698 | RAD54 Holliday junction branch migration, FAM/BHQ fluorescence | inhibition, % at 10.4 µM | hit rate 0.14% among 360,000 | AID 602329, 2012;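 active = mean normalized replicate activity at least 40 and at least half of replicates scoring 40 or more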;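 also: 0% = median of neutral control wells and 100% = median of positive control wells; inhibitors cause a drop in the FAM fluorescence signal; in these data hits start at about 50%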
Target sequence (Q92698 whole entry, looked up): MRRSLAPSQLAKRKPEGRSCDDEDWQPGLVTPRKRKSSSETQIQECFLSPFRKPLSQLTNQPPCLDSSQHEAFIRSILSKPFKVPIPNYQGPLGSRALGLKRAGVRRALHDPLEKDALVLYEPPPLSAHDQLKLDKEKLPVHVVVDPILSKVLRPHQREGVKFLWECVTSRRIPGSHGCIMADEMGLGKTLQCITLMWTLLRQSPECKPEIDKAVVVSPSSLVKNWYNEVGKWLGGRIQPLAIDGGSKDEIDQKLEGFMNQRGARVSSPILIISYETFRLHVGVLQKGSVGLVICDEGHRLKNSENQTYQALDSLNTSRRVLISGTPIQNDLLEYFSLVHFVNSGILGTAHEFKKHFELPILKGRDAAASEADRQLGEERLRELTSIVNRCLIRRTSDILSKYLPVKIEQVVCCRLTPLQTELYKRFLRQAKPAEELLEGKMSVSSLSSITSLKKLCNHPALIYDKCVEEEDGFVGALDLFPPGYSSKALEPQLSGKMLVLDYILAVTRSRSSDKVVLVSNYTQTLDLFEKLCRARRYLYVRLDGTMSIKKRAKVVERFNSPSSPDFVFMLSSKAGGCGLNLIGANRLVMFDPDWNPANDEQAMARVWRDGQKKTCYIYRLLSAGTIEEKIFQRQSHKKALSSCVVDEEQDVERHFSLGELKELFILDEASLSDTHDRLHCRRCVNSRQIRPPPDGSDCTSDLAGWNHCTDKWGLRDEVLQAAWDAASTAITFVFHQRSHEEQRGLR
GSIS activator = GLuc luminescence reporter in INS-1E cells, primary screen for activators of glucose-dependent secretion of insulin; activation, % at 16.6 µM; hit rate 0.61% among 370,000; INS-1E GLuc reporter insulin secretion, 2-3 h;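 active = lowest replicate activation of at least 40%, so every replicate reaches that level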;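 also: 0% = median of neutral control wells and 100% = median of IBMX positive control wells; some compounds called inactive have numbers as strong as hits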
ERAP1 HTS inh = human ERAP1 aminopeptidase inhibitors, primary screen, biochemical, single point, plate reader | inhibition, % at 10.7 µM | Endoplasmic reticulum aminopeptidase 1 (Homo sapiens), Q9NZ08 | AID 652197, 2013 | hit rate 0.15% among 340,000 | recombinant ERAP1, Leu-AMC fluorescence, 60 min;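 active = mean replicate inhibition of at least 30%, or all replicates individually reaching that 30% level; inactive = mean below 30% and not every replicate reaching it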;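 also: 0% = neutral control wells and 100% = L-leucinethiol positive control wells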
RAD52 anneal inh = RAD52 DNA annealing inhibitors, primary screen, biochemical, FRET, single point, set 2; DNA repair protein RAD52 homolog (Homo sapiens), P43351; recombinant RAD52 DNA annealing, FRET fluorescence; inhibition, % at 18.7 µM; hit rate 0.46% among 360,000; AID 651710, 2012;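 active = every replicate showing at least 50% inhibition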
F508del corr = F508del CFTR correction, initial screen, CFBE line, single point; CFBE cells, YFP halide quenching; stimulated with forskolin plus potentiator P3; % fluorescence drop versus neutral controls; activity (quench increase), % at 7.58 µM; hit rate 0.36% among 350,000;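 active = mean added fluorescence quench of at least 8% versus neutral control, with both replicates also reaching 8%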;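 also: cells transiently co-express mutant CFTR-F508del with the halide-sensitive YFP; corrector assay measuring rescue of mutant channel to the surface after 24 h compound exposure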
Xi reactivation = activators of inactive X chromosome reactivation, primary screen, imaging, XiGFP fibroblasts, GFP high-content imaging, set 2. XiGFP mouse fibroblasts, % GFP-positive cells imaging, 3 d; cells co-treated with 5-aza-dC sensitizer; scaled so ellipticine positive control = 100%. activation, % at 7.58 µM. hit rate 0.055% among 360,000. AID 743238, 2013;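 active = mean normalized replicate activation at least 10% and every replicate at or above 10%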;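 also: 0% = median of on-plate neutral control wells and 100% = ellipticine 6 µM median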
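System: XiGFP fibroblasts, SV40-immortalized. Medium: DMEM plus 5-aza-dC sensitizer. Doses: single point. Timing: 3 d treatment, 15 min room-temperature fixation. Control set: ellipticine 6 µM.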
* = called active by the depositor; i = inactive; . = not tested or not shown; & = joins results of further samples.

SMILES	ARNT TACC3 PPI	esBAF inh	RAD54 branch	GSIS activator	ERAP1 HTS inh	RAD52 anneal inh	F508del corr	Xi reactivation
COc1ccccc1CNC(=O)CSc1ccc(C(=O)Nc2ccccc2OC)cc1[N+](=O)[O-]	-21.6	.	.	2.3	-3.3	-12.3	-1.2	0.0
CSc1ccc(C(=O)C2CCCN(Cc3ccc(N4CCNC4=O)cc3)C2)cc1 (configuration not stated)	-5.6	.	2.3	27.6	-1.1	-0.6	.	0.0
COc1ccccc1C(CNC(=O)C(C)(C)Oc1ccc(Cl)cc1)N1CCCC1 (configuration not stated)	2.1	.	.	3.8	-2.0	-116.8	1.2	0.0
O=c1[nH]c(CSc2nnc(-c3ccncc3)n2Cc2ccco2)nc2ccccc12	-0.1	1.8	11.9	3.5	1.4	-8.3	.	.
Brc1cccc(CNCCCN2CCOCC2)c1	0.7	-6.9	-4.6	-1.4	11.3	-4.4	1.9	0.0
C[C@H]1CN([C@@H](C)CO)C(=O)c2cc(NC(=O)Nc3ccc(F)cc3)ccc2O[C@H]1CN(C)Cc1ccc2c(c1)OCO2	-2.7	-7.3	3.9	-23.4	-3.0	-5.0	3.2	3.7
O=C(CCCOC(=O)c1cccnc1Cl)c1ccc(Br)cc1	0.8	9.6	-6.8	.	-0.9	-10.6	-3.3	-1.1
COc1ccc(CCNC(=O)c2cc(=O)c3cc(C)ccc3o2)cc1	-1.2	-0.6	-1.2	3.2	3.3	-20.9	1.6	0.2
CC(=O)NC(CC(=O)OC(C)C(=O)Nc1ncc(Cl)cc1Cl)c1ccccc1 (configuration not stated)	-1.8	-6.6	5.1	-0.8	1.5	-13.0	2.0	0.0
Cc1nc([N+](=O)[O-])cn1CCCCN1C(=O)c2ccccc2C1=O	-5.4	-7.7	-4.0	9.0	4.0	-1.6	3.4	-0.1
O=C(CSc1nnc(CNc2ccc(F)cc2)o1)c1ccccc1	-3.2	.	.	-6.0	-1.1	-11.9	3.2	0.0
CCCc1nc(SCC(=O)NC2CC2)c2c(C)c(C)sc2n1	-2.2	4.4	-1.5	11.3	0.5	1.9	1.4	0.3
CC(C)(C)N(Cc1ccccc1)C(=O)COC(=O)CSc1ccc([N+](=O)[O-])cc1	-2.4	0.1	7.7	2.0	3.2	-20.6	3.1	0.0
Cc1ccc(NC(=O)c2cnccn2)cc1S(=O)(=O)N1CCCCCC1	-2.5	.	.	.	4.7	-14.0	-0.3	0.2
CCC(=O)N1CCC2(CC1)CN(Cc1ccc(Cl)cc1)[C@H](CO)c1[nH]c3cc(OC)ccc3c12	.	.	.	-3.0	1.8	-44.7	1.7	0.2
Cc1occc1-c1nnc(SCC(=O)c2c(N)n(C3CC3)c(=O)[nH]c2=O)n1C	-11.5	-1.9	-10.3	.	1.5	-19.2	-1.7	0.0
Cc1cc(C)n2nc(C(=O)OCC(=O)NCc3ccc(F)cc3)nc2n1	3.0	-6.3	9.1	-6.8	2.0	-10.3	-2.2	0.0
O=C(O)c1ncc(Cl)c(Cl)c1Cl	-4.0&0.1	.	.	8.3&14.1	3.9&1.6	-8.1&0.1	-2.7&-1.6	0.0&0.0
Cc1cccc(S(=O)(=O)NC(Cc2c[nH]c3ccccc23)C(=O)O)c1 (configuration not stated)	-5.3	3.6	2.5	29.6	.	.	.	0.0
COc1ccc(CNC(=O)CN(c2ccccc2OC)S(=O)(=O)c2cccs2)cc1	2.2	14.8	-0.2	-18.9	-2.4	-30.4	2.2	0.0
O=[N+]([O-])c1cccn2cc(-c3ccc(Br)cc3)nc12	1.5	57.7*	9.4	-7.5	6.3	-3.4	-2.8	-0.1
COC(=O)c1cc2c(ccn2-c2ccc(F)cc2)n1Cc1cccc(OC)c1	-5.6	.	-11.3	-28.9	.	.	.	0.3
COc1ccc(S(=O)(=O)N(C)C[C@@H]2Oc3ccc(NS(=O)(=O)c4ccccc4)cc3CC(=O)N([C@H](C)CO)C[C@@H]2C)cc1	6.6	2.2	-3.9	0.0	-2.6	-8.8	1.0	-0.8
Cc1ccccc1Cn1cc(NS(=O)(=O)c2cn(C)nc2C)cn1	0.3	0.6	6.7	0.8	1.5	-17.1	1.4	0.2
C[C@@H]1CCCCO[C@@H](CN(C)C(=O)CCC(F)(F)F)[C@H](C)CN([C@@H](C)CO)C(=O)c2cc(NS(=O)(=O)c3ccc(Cl)cc3)ccc2O1	0.2	23.1	-4.3	-2.9	0.3	7.3	-1.2	0.2
O=C(O)CCCNc1cc(N2CCN(C(=O)c3ccco3)CC2)c2noc3c2c1C(=O)c1ccccc1-3	45.7*	1.2	-11.1	-5.2	9.5	i	-1.5	0.1
Cc1ccccc1S(=O)(=O)N[C@H]1CC[C@@H](CCn2cc(-c3ccccc3)nn2)O[C@H]1CO	-10.4	-9.6	-2.6	7.6	8.8	3.8	-1.8	-0.2
O=C(c1[nH]ncc1-c1ccc(Cl)cc1)C1CO1 (configuration not stated)	.	7.2	1.1	14.8	.	-22.5	9.8*	-0.1
CN1/C(=C\C=N\O)C(C)(C)c2ccccc21	.	4.2	-1.8	-19.0	-2.8	-61.0	.	0.3
CC(C)NC(=O)N(C)C[C@@H]1Oc2ccc(NC(=O)Nc3ccc(F)cc3)cc2C(=O)N([C@H](C)CO)C[C@@H]1C	-6.0	-1.1	0.9	2.5	1.0	18.3	0.6	0.3
O=C(CSc1n[nH]c(-c2ccccc2)n1)c1ccccc1	-17.1	23.7	-6.3	-1.0	3.5	-7.8	-2.7	0.1
COc1ccccc1C(=O)N1CCN(C(=O)Cc2ccccc2)CC1	-3.2	3.9	7.4	-4.1	3.5	5.0	0.1	-0.1
Cc1noc(C)c1NC(=O)Nc1cccc2c1O[C@H](CN(C)Cc1ccc(-c3ccccc3)cc1)[C@@H](C)CN([C@H](C)CO)C2=O	8.2	6.8	-1.0	-38.7	-1.7	-9.5	-5.5	0.2
COC(=O)c1ccc(NC(=O)c2cc(-c3ccncc3)nc3ccccc23)cc1	3.6	-2.4	-12.8	-9.1	1.7	-17.4	-1.1	0.6
Cc1nnc(SCc2cccc(Cl)c2)n(N)c1=O	-4.4	.	.	2.9	-2.7	-9.1	-0.5	0.1
CCOC(=O)c1cc(/C(C)=N/OC(=O)c2ccc(C(C)(C)C)cc2)on1	0.7	.	.	-3.8	.	-9.4	-0.2	0.0
CCCCn1c(N)c(N(CCC(C)C)C(=O)c2ccc(N3CCCC3=O)cc2)c(=O)[nH]c1=O	-0.1	.	.	-3.4	10.4	-20.5	4.1	0.0
Cc1ccc(CS(=O)(=O)Cc2ccc(C(=O)NCc3ccccn3)o2)cc1	34.7	6.9	0.8	-14.2	.	.	.	.
CCOC(=O)c1c(C)[nH]c(C(=O)OC(C)C(=O)Nc2ccc(C)cc2)c1C (configuration not stated)	.	-6.3	8.9	5.4	-2.0	-15.9	1.1	0.7
Cc1ccc2nc(N(CCCN(C)C)C(=O)c3ccco3)sc2c1	-2.8	.	.	-8.7	.	1.4	2.3	0.0
CCn1c(=O)c(C(=O)NCc2ccc3c(c2)OCO3)c(O)c2ccccc21	-1.6	2.3	1.9	-6.2	-0.3	4.9	-1.9	0.0
NC(=O)C1CCN(C2CC(=O)N(Cc3cccs3)C2=O)CC1 (configuration not stated)	-3.6	-4.0	6.6	4.7	-0.1	-10.2	-2.9	.
CCOCCCn1c(=S)[nH]c2cc(C(=O)NCCCN(CC)CC)ccc2c1=O	-3.2	.	5.8	3.9	-0.8	2.6	-0.9	0.0
COc1cc(/C=N/NC(=O)Cc2cccs2)c([N+](=O)[O-])cc1OC	-29.3	.	4.3	27.1	.	.	.	-0.1
O=C(O)c1ccc(S(=O)(=O)c2ccc3c(c2)C(=O)N(NC(=O)c2ccccc2)C3=O)cc1	-3.0	-4.0	3.8	10.8	1.3	-11.1	1.4	0.0
Cc1ccc(S(=O)(=O)N2CCCCC2)cc1NC(=O)CSc1nnc(C2CC2)n1N	.	-1.8	5.0	23.0	-3.5	-15.6	-1.2	2.1
CC1(C(=O)NCc2ccccc2)CN(S(C)(=O)=O)CC(=O)N1Cc1ccc2c(c1)OCO2 (configuration not stated)	.	.	.	18.2	-2.4	-3.3	1.6	0.1
Cc1ccc(C)c(NC(=O)CN2C(=O)C3CC=CCC3C2=O)c1 (configuration not stated)	.	-3.3	-4.7	16.4	-6.9	-1.4	0.9	0.2
Cc1ccc(-c2csc(NCCc3nc4cc(Cl)c(Cl)cc4n3CCCO)n2)cc1	4.2	11.1	-12.6	-18.2	-0.9	-16.0	-0.8	0.0
NS(=O)(=O)c1cccc(NC(=O)c2ccccc2NS(=O)(=O)c2ccc(F)cc2)c1	-41.6	4.6	0.9	-3.9	-0.4	-14.9	0.3	-0.1

Part of the list above in a different format:
NC(=O)C1CCN(C2CC(=O)N(Cc3cccs3)C2=O)CC1 (configuration not stated)
  ARNT TACC3 PPI = -3.6 | esBAF inh = -4.0 | RAD54 branch = 6.6 | GSIS activator = 4.7 | ERAP1 HTS inh = -0.1 | RAD52 anneal inh = -10.2 | F508del corr = -2.9 | Xi reactivation = .

NS(=O)(=O)c1cccc(NC(=O)c2ccccc2NS(=O)(=O)c2ccc(F)cc2)c1
  ARNT TACC3 PPI = -41.6 | esBAF inh = 4.6 | RAD54 branch = 0.9 | GSIS activator = -3.9 | ERAP1 HTS inh = -0.4 | RAD52 anneal inh = -14.9 | F508del corr = 0.3 | Xi reactivation = -0.1

(list continues)
SMILES	ARNT TACC3 PPI	esBAF inh	RAD54 branch	GSIS activator	ERAP1 HTS inh	RAD52 anneal inh	F508del corr	Xi reactivation
COc1cccc(N(CC(=O)NC2CCCC2)C(=O)CCC(=O)Nc2cc(C)on2)c1	-4.7	-1.4	-12.6	-0.4	-0.7	-20.3	-1.0	-0.1
O=C(c1cc(-c2ccc(Cl)c(Cl)c2)on1)N1CCCCC1	-8.7	56.1*	-3.7	-7.6	.	.	.	.
Cc1ccc(NC(=O)C[n+]2ccccc2)cc1C	-0.4	-6.9	-3.4	13.2	0.1	4.1	0.0	0.0
COc1ccc(CN(C)C[C@H]2OCCCC[C@H](C)Oc3ccc(NC(=O)c4ccncc4)cc3C(=O)N([C@@H](C)CO)C[C@H]2C)cc1	-3.7	0.6	7.5	-3.4	1.4	-6.1	1.2	-0.1
O=C(Nc1cccc(Cl)c1)Nc1c[nH]c(=O)[nH]c1=O	-6.4	13.7	-10.1	2.2	0.5	9.3	-1.7	0.0
COCC(C)NC(=O)COCc1cc(-c2ccc3c(c2)OCO3)on1 (configuration not stated)	2.2	5.5	0.3	8.9	2.0	-1.4	-0.4	0.0
O=S(=O)(c1ccc(F)cc1)N1CCCCN2[C@H](CO)[C@@H](c3ccc(-c4cncnc4)cc3)[C@@H]2C1	-0.9	1.2	0.2	15.7	1.0	1.8	-1.5	0.1
CC(C)Oc1nc(-c2ccc(Cl)cc2)nc2ccccc12	0.7	-1.9	-13.1	19.8	1.7	6.8	-2.2	0.0
Oc1ccc(/C=N/NC(=S)N/N=C/c2ccc(O)cc2)cc1	34.5	.	11.7	8.7	-3.7	31.8	-0.9	0.3

Rows were taken by chance. Share with any hit: about 3.3%.
